From PubChem
PME-1 primary – blocks human protein phosphatase methylesterase 1; AID 2130; Q9Y570; recombinant PME-1, FP-Rh probe fluorescence polarization; 320,000 compounds, 0.53% hits; inhibition, % at 5.9 µM;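 active = inhibition above the campaign mean of all compounds plus 3 SD, cut at about 26% in these data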;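 also: competitive labeling of PME-1 active site by serine hydrolase directed probe; 0% = PME-1 with DMSO and 100% = wells lacking PME-1 enzyme; inhibitors block probe labeling so polarization falls and inhibition rises; many of its hits are not listed in these tables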
Target sequence (Q9Y570 whole entry, looked up): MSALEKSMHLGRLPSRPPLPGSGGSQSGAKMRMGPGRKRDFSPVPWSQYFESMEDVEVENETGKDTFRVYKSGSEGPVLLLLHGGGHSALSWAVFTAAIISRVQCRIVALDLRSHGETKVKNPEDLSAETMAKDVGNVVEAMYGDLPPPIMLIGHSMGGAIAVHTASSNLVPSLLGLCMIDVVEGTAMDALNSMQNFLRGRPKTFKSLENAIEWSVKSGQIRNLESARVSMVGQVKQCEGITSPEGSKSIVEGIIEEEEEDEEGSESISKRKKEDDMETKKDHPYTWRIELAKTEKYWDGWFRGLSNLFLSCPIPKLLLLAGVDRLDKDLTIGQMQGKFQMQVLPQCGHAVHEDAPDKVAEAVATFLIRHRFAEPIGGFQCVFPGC
GSTO1 inh – GSTO1 inhibition, counter-screen for RBBP9 inhibitors; 300,000 compounds, 1.1% hits; inhibition, % at 5.96 µM; recombinant GSTO1, activity-based probe fluorescence polarization; P78417;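 active = inhibition above the campaign mean inhibition plus 3 SD, cut at about 35% in these data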;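 also: 0% = GSTO1-1 with DMSO and 100% = wells lacking GSTO1-1 enzyme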
LYPLA1 inh – counter-screen for PME1 inhibitors: inhibitors of human LYPLA1. O75608. recombinant LYPLA1, FP-Rh probe fluorescence polarization. inhibition, % at 5.9 µM. 320,000 compounds, 0.16% hits;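 active = inhibition above the mean of all tested compounds plus 3 SD, set per campaign, cut at about 14% in these data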;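 also: inhibitors block serine hydrolase probe labeling of LYPLA1 so polarization falls; 0% = enzyme with DMSO and 100% = wells lacking LYPLA1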
PAFAH2 FP inh – inhibitors of human PAFAH2; recombinant PAFAH2, FP-rhodamine activity probe, fluorescence polarization; Q99487; inhibition, % at 3.39 µM; 340,000 compounds, 0.99% hits;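 active = inhibition above the mean over all tested compounds plus 3 SD, cut at about 30% in these data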;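 also: inhibitors block probe labeling of enzyme so polarization drops; 0% = enzyme with DMSO and 100% = wells lacking PAFAH2 protein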
PAFAH1B3 FP inh – inhibitors of human PAFAH1B3; Q15102; 340,000 compounds, 0.28% hits; inhibition, % at 3.39 µM; recombinant PAFAH1B3, FP-rhodamine probe, fluorescence polarization;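 active = inhibition above the screen-wide average of all tested compounds plus 3 SD, cut at about 25% in these data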;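 also: 0% = enzyme with DMSO only and 100% = wells lacking PAFAH1B3 protein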
Fam108B counter – counter-screen for RBBP9 inhibitors: inhibitors of mouse Fam108B; recombinant Fam108B, FP-Rh probe fluorescence polarization; inhibition, % at 9.51 µM; 300,000 compounds, 0.33% hits; AID 1947;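 active = inhibition above the screen mean inhibition plus 3 SD, computed separately per campaign, cut at about 18% in these data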;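 also: inhibitors lower polarization as less probe binds the enzyme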
pPAFAH FP inh – inhibitors of human plasma PAF acetylhydrolase (pPAFAH). Q13093. recombinant pPAFAH, FP-rhodamine probe fluorescence polarization. inhibition, % at 3.39 µM. 330,000 compounds, 1.5% hits;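 active = inhibition above the mean inhibition across the screen plus 3 SD, cut at about 25% in these data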;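 also: inhibitors block binding of the rhodamine activity-based probe so polarization drops; 0% = enzyme with DMSO and 100% = wells lacking pPAFAH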
PAD4 inh – PAD4 (human) enzyme inhibition | Q9UM07 | recombinant PAD4, RCA probe fluorescence polarization | inhibition, % at 6.36 µM | 330,000 compounds, 0.41% hits;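 active = percent inhibition above a cutoff equal to the mean of all tested compounds plus 3 SD, cut at about 15% in these data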;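 also: 0% = PAD4 with RCA probe and DMSO and 100% = probe without PAD4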
Target sequence (Q9UM07 whole entry, looked up): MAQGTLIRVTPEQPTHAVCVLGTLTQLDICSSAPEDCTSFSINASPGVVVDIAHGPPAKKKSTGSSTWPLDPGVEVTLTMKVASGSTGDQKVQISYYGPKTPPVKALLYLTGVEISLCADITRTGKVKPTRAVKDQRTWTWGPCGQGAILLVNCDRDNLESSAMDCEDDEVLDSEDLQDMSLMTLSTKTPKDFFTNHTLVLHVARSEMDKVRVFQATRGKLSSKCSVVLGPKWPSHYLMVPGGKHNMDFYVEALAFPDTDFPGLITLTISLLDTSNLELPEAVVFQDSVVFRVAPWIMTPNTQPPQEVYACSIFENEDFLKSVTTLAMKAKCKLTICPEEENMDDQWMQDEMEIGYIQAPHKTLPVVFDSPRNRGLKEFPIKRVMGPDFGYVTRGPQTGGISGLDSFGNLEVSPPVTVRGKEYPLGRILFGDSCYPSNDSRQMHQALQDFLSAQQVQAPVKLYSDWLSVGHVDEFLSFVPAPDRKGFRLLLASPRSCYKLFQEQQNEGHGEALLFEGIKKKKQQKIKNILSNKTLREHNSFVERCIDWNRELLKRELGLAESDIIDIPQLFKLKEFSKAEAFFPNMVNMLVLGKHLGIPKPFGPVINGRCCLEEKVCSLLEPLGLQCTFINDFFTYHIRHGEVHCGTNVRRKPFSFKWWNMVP
PAFAH1B2 FP inh – PAFAH1B2 (human) inhibition. P68402. recombinant PAFAH1B2, FP-rhodamine activity probe, fluorescence polarization. inhibition, % at 3.39 µM. 340,000 compounds, 1.2% hits;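 active = inhibition above the mean of all tested compounds plus 3 SD, cut at about 24% in these data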;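 also: 0% = enzyme with DMSO and 100% = wells lacking PAFAH1B2; many of its hits are not listed in these tables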
Active calls of the source: *; . = not tested or not shown.

SMILES | PME-1 primary | GSTO1 inh | LYPLA1 inh | PAFAH2 FP inh | PAFAH1B3 FP inh | Fam108B counter | pPAFAH FP inh | PAD4 inh | PAFAH1B2 FP inh
CC(C)NC(=O)N(C)C[C@H]1Oc2ccc(NS(=O)(=O)c3ccc(Cl)cc3)cc2CC(=O)N([C@@H](C)CO)C[C@@H]1C | . | . | . | 4 | 5 | . | 8 | 1 | 12
Cc1cccc(S(=O)(=O)Nc2nc3ccccc3nc2Nc2ccc3c(c2)OCO3)c1 | 7 | 19 | 1 | 18 | 11 | 12 | 11 | -1 | 8
Cc1ccc(S(=O)(=O)CC(O)COc2ccc(F)cc2Cl)cc1 (stereo not drawn) | -6 | 13 | 2 | -3 | 7 | 0 | -5 | -2 | 12
COc1ccc(Br)cc1/C=C1\Oc2ccccc2NC1=O | 3 | 0 | -3 | -5 | 2 | -1 | 8 | 1 | -2
COc1ccc(-n2c(Cc3cccn3C)nnc2SCC(=O)Nc2ccc(C)cc2C)cc1 | -3 | -1 | -1 | 2 | 16 | -2 | 8 | 6 | -7
O=C(Cn1nnc(-c2ccc3c(c2)OCO3)n1)NCc1ccccc1 | -2 | 4 | 2 | 6 | 8 | 2 | 7 | 1 | 5
COc1ccc(N2CC(C(=O)N[C@@H](CC(C)C)C(=O)NC3CCCCC3)CC2=O)cc1 (stereo partly drawn) | -11 | 8 | -2 | -4 | 10 | 2 | 2 | -6 | 2
CCCCn1c(CCC(=O)O)nc2cc(S(=O)(=O)N(CC)CC)ccc21 | -43 | -94 | -27 | -38 | -31 | -31 | -12 | -64 | -17
CC1(C)CC(=O)C(c2c[nH]c3ccccc23)C(=O)C1 | -7 | 5 | 0 | 2 | 6 | -1 | 9 | 0 | 8
CS(=O)(=O)Nc1ccc2c(c1)C(=O)OC2 | -3 | 4 | -1 | 2 | 7 | 0 | 7 | -3 | 7
CCN=C1NN=C(c2c[nH]c3ccccc23)CS1 | 0 | 3 | 0 | 4 | 7 | 1 | 2 | -4 | 1
c1ccc(CNc2ccccn2)cc1 | -5 | -2 | -1 | -2 | 13 | 10 | -4 | 9 | 2
COc1ccc(CCN2C(=O)CSC2c2cccc([N+](=O)[O-])c2)cc1OC (stereo not drawn) | 4 | 4 | 1 | -1 | 14 | 7 | 1 | -3 | 8
CC(NC(=O)CSc1nc(=O)cc(N)n1-c1ccccc1)c1ccccc1 (stereo not drawn) | 1 | 7 | 2 | 5 | 0 | 1 | 6 | -4 | -2
COc1ccccc1-c1cc2nc(C)c(CCC(=O)NCc3ccc(F)cc3)c(C)n2n1 | 6 | -4 | 1 | 2 | 0 | -1 | 0 | -7 | 3
Cc1ccc(C(=O)N/C(=C\c2ccc(Cl)cc2)C(=O)NCC2CCCO2)cc1 (stereo not drawn) | 1 | 3 | -2 | -2 | -6 | 0 | 0 | -1 | 2
O=C(Cc1ccccc1)NCC(=O)OCc1ccc([N+](=O)[O-])cc1 | -1 | -2 | -5 | -3 | 6 | -5 | 3 | 2 | 11
Cc1ccc(NC(=O)CC(C)N2CCCC2)cc1 (stereo not drawn) | 1 | 0 | 4 | 3 | 1 | 0 | 0 | 3 | 0
COc1ccc(/C(C)=N/NS(=O)(=O)c2ccccc2)c(OC)c1 | 0 | 1 | 0 | -1 | 10 | -1 | 9 | -2 | 3
COc1ccc(N/C=C2\C(=O)CCc3c2oc2cc(Cl)c(O)c(Cl)c32)cc1 | -34 | 29 | -3 | 12 | 14 | 8 | 16 | -3 | 9
COc1ccc(N2C(=O)c3ccccc3NC2c2ccc(OC)c(COc3ccccn3)c2)cc1 (stereo not drawn) | -1 | 1 | 5 | 6 | -6 | 1 | 6 | 3 | 0
COc1ccc2nc(C(F)(F)C(F)(F)F)c(C#N)c(N)c2c1 | -4 | -14 | -2 | -2 | 6 | -2 | -4 | -1 | 5
Cc1cc(C)cc(Oc2ccc(NC(=O)C3CC=CCC3C(=O)O)cc2)c1 (stereo not drawn) | -4 | 9 | 0 | -1 | 3 | 1 | 7 | -10 | 6
O=C(Nc1nc(C2C3CC4CC(C3)CC2C4)cs1)c1cc2cc([N+](=O)[O-])ccc2oc1=O (stereo not drawn) | -8 | -4 | 2 | 8 | 7 | -1 | 3 | 3 | 16
Cc1cc(C)cc(N(CC(=O)NCc2ccccc2Cl)S(=O)(=O)c2c(C)[nH]c(=O)[nH]c2=O)c1 | 1 | 4 | -4 | -6 | 11 | -4 | -7 | -9 | 2
CCOC(=O)C1(Cc2cccc(OC)c2)CCN(Cc2cccc3cnccc23)CC1 | -1 | -4 | -1 | -12 | -7 | 5 | 6 | 2 | 5
COc1cc(-c2nnn(CC(=O)NCc3ccccc3)n2)cc(OC)c1OC | 1 | -1 | 0 | 1 | 12 | 9 | 2 | 3 | -3
COC(=O)c1c(NC(=O)C(=O)NCCCN2CCOCC2)sc2c1CCCC2 | -1 | -6 | -1 | -7 | 1 | 1 | 4 | 0 | -3
Cc1cnc(C)c(N(C)NC(=S)Nc2ccccc2)n1 | -5 | 2 | -1 | 9 | -4 | 1 | -2 | -1 | 1
Cc1ccc2c(c1)cc(C(=O)NCc1ccccc1)n2C | -4 | 12 | -3 | -4 | 0 | 1 | -6 | -1 | -1
CC(C)C(NC(=O)c1ccco1)C(=O)NCC(c1ccco1)N(C)C (stereo not drawn) | 1 | -6 | 1 | -4 | 3 | -2 | -3 | -1 | 2
CCc1nnc(NC(=O)CSc2nnc(-c3ccco3)n2CCOC)s1 | 5 | 0 | 0 | 2 | -3 | 0 | 5 | -2 | 2
CC(C)CC(=O)N1CCN(Cc2ccc3ccccc3c2)CC1 | 3 | -2 | 2 | 0 | 3 | 0 | -5 | -4 | 1
COc1ccc(-c2noc(-c3cc4ccccc4oc3=O)n2)cc1 | -2 | 3 | 4 | . | . | 7 | 0 | -9 | .
Cn1cccc1/C=N/NC(=O)CSc1nc2ccccc2n1C | 4 | 2 | 6 | 5 | 4 | 5 | 7 | 1 | 1
Cc1cc(C(=O)CC#N)c(C)n1CC(F)(F)F | -3 | -10 | -1 | -3 | 2 | -3 | 4 | -7 | 9
CCCn1c(N)c(C(=O)CSc2n[nH]c(-c3ccccc3F)n2)c(=O)n(C)c1=O | 3 | . | 1 | -9 | 4 | . | -1 | -4 | 1
O=C(COC(=O)/C=C/c1ccc(C(F)(F)F)cc1)NCC1CCCO1 (stereo not drawn) | -1 | 2 | 5 | 10 | -1 | 0 | 8 | 0 | 0
Cc1ccccc1-c1nnc(-c2cccs2)o1 | -5 | -4 | -3 | 6 | 5 | 1 | 6 | 1 | 1
CC(=O)NC(CC(=O)OCC(=O)Nc1cc(S(=O)(=O)N2CCCCC2)ccc1C)c1ccccc1 (stereo not drawn) | . | . | . | 7 | 5 | . | 3 | -3 | 3
Cc1ccc(-c2nn(CC(=O)NCC3CCCO3)c(=O)c3ccccc23)cc1 (stereo not drawn) | 2 | 6 | -1 | -2 | 2 | 1 | 2 | -2 | 2
CN(C)CCOC(=O)CCc1ccccc1 | -6 | 8 | 4 | 3 | 12 | -3 | 0 | 0 | 6
Cc1ccc(/C=N/NC(=O)c2nnn(-c3nonc3N)c2CSc2ccccc2)s1 | 0 | -7 | 1 | -3 | -9 | -9 | 2 | 2 | -10
CC(=O)O[C@H](COc1c2ccoc2cc2oc(=O)ccc12)C(C)(C)O | 6 | . | 1 | -6 | 0 | . | 2 | -16 | 0
CC(C)(C)NC(=O)NCCc1ccccc1 | -5 | 4 | 0 | -2 | 5 | 0 | -5 | 4 | 4
Cc1nnc(SCC(=O)Nc2c(Cl)cccc2Cl)[nH]c1=O | -7 | 2 | 2 | 8 | 1 | 3 | -2 | 0 | 4
CC[C@H](C)[C@H](NS(=O)(=O)c1ccc(C)cc1)C(=O)N1CCC(C(=O)N[C@H](C(=O)O)C(C)C)CC1 | -1 | -3 | 3 | -15 | 4 | -6 | -9 | -5 | -1
C=CCOc1ccccc1/C=N/NC(=O)Cc1ccccc1 | -2 | 7 | -4 | 7 | 0 | -1 | 2 | -4 | 2
CN1CCN(c2ccccc2NC(=O)c2cc(Br)ccc2Cl)CC1 | 24 | 1 | 4 | 6 | -1 | 0 | 4 | -4 | -1
Cc1ccc(/C=N/NC(=S)NCCc2ccccc2)s1 | 6 | 8 | 4 | 7 | 2 | -1 | 1 | -1 | -2
Next structures.
SMILES | PME-1 primary | GSTO1 inh | LYPLA1 inh | PAFAH2 FP inh | PAFAH1B3 FP inh | Fam108B counter | pPAFAH FP inh | PAD4 inh | PAFAH1B2 FP inh
Nc1c(N(Cc2ccco2)C(=O)c2ccc(Cl)cc2)c(=O)[nH]c(=O)n1Cc1ccccc1 | 2 | . | -4 | 2 | 3 | . | 4 | -3 | 0
CCC(Oc1ccccc1)C(=O)Nc1ccccc1OC (stereo not drawn) | 0 | -3 | 0 | -3 | 5 | 4 | 3 | -8 | 5
O=C(CSc1nc2c(c(=O)n1-c1ccc(Cl)cc1)SCC2)Nc1nccs1 | -3 | 7 | -3 | 0 | 0 | -2 | -5 | -1 | 4
COCCn1c(/C=C/c2ccccc2)nc2ccccc21 | -5 | 0 | -1 | -1 | 9 | 1 | 1 | 0 | 2
Cc1ccc(CNc2ccc(N3CCOCC3)cc2)s1 | 2 | 2 | 1 | 8 | 23 | 0 | 6 | 9 | 11
COC(=O)COc1ccc2c(=O)c(Oc3ccccc3Br)coc2c1 | -4 | 6 | -2 | -1 | 6 | -3 | 15 | -1 | -1
O=C(COC(=O)/C=C/c1cccc([N+](=O)[O-])c1)Nc1cccnc1Cl | . | . | . | 13 | 4 | . | 6 | 6 | 6
Cc1ccc(OCC(=O)Nc2ccc([N+](=O)[O-])cc2)cc1 | -3 | -1 | 5 | 11 | 12 | 0 | 1 | -3 | 5
COC(=O)C(C)(C)NC(=O)c1cccs1 | 8 | -1 | -2 | -8 | 4 | -2 | 0 | -2 | -1
CCOc1ccc(C(=O)Nc2nc(C)c(C(=O)OC)s2)cc1 | -7 | -3 | 0 | . | . | 2 | -1 | 4 | .
COc1cccc2cc(C(=O)Nc3cccnc3N3CCOCC3)c(=O)oc12 | -2 | 1 | 0 | 6 | 0 | -2 | 2 | 0 | 0
CCOc1cc(/C=C/c2cc(C(=O)O)c3ccccc3n2)ccc1OC | -3 | 3 | -2 | -2 | 0 | 2 | 1 | -3 | -2
FC(F)(F)c1cc(Nc2ccccc2)nc(-c2ccccn2)n1 | -4 | 3 | -5 | 3 | 6 | -2 | 0 | -4 | 0
CN(C)c1ccc(C2N(c3ccc(F)cc3)C(=O)C3CCCN32)cc1 (stereo not drawn) | -5 | 3 | 0 | 7 | -2 | -1 | -1 | -2 | 2
CC1(C)Cc2c(c(=S)nc(-c3ccccc3)n2CCOCCO)CO1 | 1 | 5 | -4 | -2 | 2 | 4 | 7 | -2 | -1
COc1ccc(CN(C)CC(=O)Nc2cc3oc4ccccc4c3cc2OC)c(OC)c1 | -9 | -2 | -11 | -25 | 2 | -8 | 1 | -4 | -3
O=C(Nc1cccc(/C=C/c2ccccn2)c1)c1ccc(-n2cncn2)cc1 | . | . | . | 2 | 9 | . | 2 | -4 | 0

Some of the compounds tested; rates above refer to the full screens.
